B2AR arrestin: agonists driving beta-arrestin recruitment to human beta2-adrenergic receptor | P07550 | beta-arrestin recruitment to beta2AR, cell-based reporter | Potency, µM (highest dose often 46.1 µM), inactives show at the highest dose activation, usual class: activators | actives 0.02% (n = 330,000) | AID 492947;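 also: potency is read from the fitted curve at half-maximal effect; 0% = DMSO controls and full agonism = EC100 isoproterenol or metaproterenol; nearly all actives have a fitted effect of over 65% in size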
Target sequence (P07550 whole entry, looked up): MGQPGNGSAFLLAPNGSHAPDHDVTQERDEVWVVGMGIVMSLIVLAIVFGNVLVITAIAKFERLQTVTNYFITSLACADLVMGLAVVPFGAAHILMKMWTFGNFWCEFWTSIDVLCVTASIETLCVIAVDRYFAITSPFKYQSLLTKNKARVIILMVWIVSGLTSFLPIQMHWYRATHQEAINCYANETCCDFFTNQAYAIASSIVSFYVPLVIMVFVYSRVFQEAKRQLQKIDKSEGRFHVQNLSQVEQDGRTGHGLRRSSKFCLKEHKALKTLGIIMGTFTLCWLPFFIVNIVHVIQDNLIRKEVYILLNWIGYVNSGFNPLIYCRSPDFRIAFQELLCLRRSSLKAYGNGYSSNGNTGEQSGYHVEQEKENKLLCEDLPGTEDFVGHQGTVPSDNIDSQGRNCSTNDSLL
a7 integrin act: activates integrin-mediated alleviation for muscular dystrophy; alpha7betagal myoblasts, beta-gal FDG fluorescence, 48 h; actives 0.064% (n = 350,000); Potency, µM (top dose mostly 38.3 µM), without a hit: top-dose activation, actives largely listed as activators;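 also: potency is read from the fitted curve at half-maximal effect; 100% = response of the positive control SU9516; nearly all actives have a fitted effect of over 60% in size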
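Alpha7betagal+/- myoblasts (passage 13) were plated 16-24 hr, then exposed to compounds (1:260 dilution of DMSO stock) for 48 hours at 37C. After MPER lysis, β-galactosidase reporter activity was read as FDG fluorescence (ex 480/em 540) after 30 minutes.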
BRCA1 expr up: activators of BRCA1 expression; MCF7-BRCA1-FFLuc reporter, luminescence, 48 h; response scale: scaled: vehicle 0%, 10 µM genistein 100%; Potency, µM (top dose mostly 46.1 µM), inactives show at the highest dose activation, most hits filed as activators; actives 1.1% (n = 380,000); also: potency is read from the fitted curve at half-maximal effect; nearly all actives have a fitted effect of over 80% in size; some results filed as inactive show a strong effect at the top dose
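Activators of BRCA1 expression were detected as increased firefly luciferase luminescence in engineered MCF7 cells after 48 h compound incubation. Signals were scaled to genistein 10 microM as full activation.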
MLL CXXC-DNA inh: blocks binding of human MLL CXXC domain to DNA | Potency, µM (highest dose often 115 µM), for inactives: at the top dose activity change, negative = inhibition, usual class: inhibitors | actives 0.037% (n = 290,000) | MLL-CXXC / FITC-HOXA9 DNA fluorescence polarization | Q03164; active = well fitted inhibition curve with a large enough effect in the polarisation, with a control signal flat, not every such curve was filed as active; inconclusive = small, poorly fitted or top-dose-only effect, or effect the other way, or a change in a side signal; inactive = no such curve, though single readings can be large or run the other way; the % refers to the polarisation; also: potency is read from the fitted curve at half-maximal effect
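Purified MLL-CXXC (added from a 7 uM solution) was preincubated 5 min at ambient with pinned compounds in 50 mM Tris-HCl pH 7.5, 50 mM NaCl, 1 mM DTT, 0.05% BSA. Fluorescein-labeled HOX-A9 DNA (50 nM solution) followed, 30 min, then polarization read.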
TRPV1 agonist: activates the human vanilloid receptor TRPV1; Q8NER1; activation, % at 8.33 µM; actives 0.19% (n = 320,000); TRPV1-expressing cells, Fluo-8 calcium influx, agonist mode; in the data active = activation above about 80%; inconclusive = between about 30% and that limit; also: 0% is about no effect
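Cells expressing TRPV1 were dye-loaded with Fluo-8 and read kinetically: 10 s baseline, 3 min after compound (agonist portion), then 2 min after EC20 capsaicin (allosteric enhancer portion). Calcium-bound dye fluorescence at 480/520 nm.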
TCR act: T cell receptor activation; primary human leukocytes, anti-CD3, IL-2 HTRF, 48 h; Potency, µM (top dose mostly 9.22 µM), for inactives: at the highest dose activation of IL-2 secretion, hits mostly activators; 330,000 tested, under 10 active; AID 504894; also: % of control where 0% means no effect
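Primary human leukocytes receive a-CD3 beads and test compound and are incubated 48 hr. Secreted IL-2 is then assayed by HTRF, measuring 665nm acceptor emission after 320nm excitation of the europium donor.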
A-T KAP1 phos: potential ataxia-telangiectasia treatments restoring KAP-1 phosphorylation | actives 0.19% (n = 320,000) | Potency, µM (top dose mostly 57.5 µM), inactives show at the top dose activation, most hits filed as activators | […] A-T fibroblasts, KAP-1 phosphorylation AlphaLISA; neocarzinostatin DNA damage 30 min before lysis; also: potency is read from the fitted curve at half-maximal effect; % of control where 0% means no effect; nearly all actives have a fitted effect of over 45% in size
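ATM-like activity read as KAP-1 phosphorylation via AlphaLISA donor/acceptor antibody pairs after lysis and 6 hr at 25C. Cells were ATM-null patient fibroblasts ([…], hTERT), dosed 60 min, then exposed to the DSB inducer NCS for 30 min.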
PTAP TSG101 blk: blocks PTAP/TSG101 interaction to inhibit HIV-1 budding | Potency, µM (top dose mostly 115 µM), inactives show top-dose activity change, negative = inhibition, most hits filed as inhibitors | Fluorescence polarization, FITC-PTAP peptide / Tsg101 binding | 340,000 tested, under 10 active | AID 493005 | Q99816; active = well fitted inhibition curve with a large enough effect in the main read-out, with a control signal flat, not every such curve was filed as active; inconclusive = small, poorly fitted or top-dose-only effect, or effect the other way, or a change in a side signal; inactive = no such curve, though single readings can be large or run the other way; also: potency is read from the fitted curve at half-maximal effect; % of control where 0% means no effect
Target sequence (Q99816 whole entry, looked up): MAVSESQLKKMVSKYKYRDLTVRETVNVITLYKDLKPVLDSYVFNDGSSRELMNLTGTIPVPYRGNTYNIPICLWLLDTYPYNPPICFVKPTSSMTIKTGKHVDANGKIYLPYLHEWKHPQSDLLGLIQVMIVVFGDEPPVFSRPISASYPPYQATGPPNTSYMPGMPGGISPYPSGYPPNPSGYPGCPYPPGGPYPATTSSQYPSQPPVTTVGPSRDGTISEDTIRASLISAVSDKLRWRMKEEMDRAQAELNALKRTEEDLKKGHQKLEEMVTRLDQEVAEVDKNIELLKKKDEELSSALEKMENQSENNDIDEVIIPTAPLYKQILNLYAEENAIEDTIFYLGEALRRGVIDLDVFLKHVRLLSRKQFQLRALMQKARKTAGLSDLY
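Tsg101 binding domain (10 uM final) was mixed with compound and a FITC-labeled PTAP peptide (50 nM final) in HEPES pH 7.5 buffer with NaCl, Tween 20, EDTA and TCEP; fluorescence polarization was read after 20 min at r.t.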
p53 reactivation: restores transcriptional activity of mutant p53; H1299 p53-A138V BP100-luciferase reporter, luminescence, 24 h; Potency, µM (doses to about 92.2 µM), without a hit: at the top dose activity change, positive = activation, actives largely listed as activators; actives 0.063% (n = 320,000); also: potency is read from the fitted curve at half-maximal effect; % of control where 0% means no effect; nearly all actives have a fitted effect of over 45% in size
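H1299 (p53-null), stable ts p53-A138V + BP100-Luc; 1000 cells/well, Opti-MEM/10% FBS; cpd 4 pt, 1:5; 24 h, 37 deg C, 5% CO2; detection reagent 10 min RT; luminescence.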
ELG1 DNA repair: blocks ELG1-dependent DNA repair in HEK293T cells | HEK293T ELG1-luciferase reporter, luminescence, 16 h; DNA damage induced by 5-fluorouridine | Potency, µM (doses to about 46.1 µM), without a hit: at the top dose activity change, negative = inhibition, most hits filed as inhibitors | actives 2.3% (n = 330,000) | AID 504467; also: potency is read from the fitted curve at half-maximal effect; % is scaled to controls: 0 for no effect and ±100 for the full control effect; nearly all actives have a fitted effect of over 55% in size
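5-Fluorouridine DNA damage + compound/DMSO, 2,000 cells/well, 16 h, 37 °C/5% CO2. ONE-Glo, 30 min RT, luminescence. Readout = decrease in reporter signal.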
* = called active by the depositor; ? = inconclusive; / = no result given; & = joins results of further samples; [ ] = remark or other dose. Unless noted, calls follow the shape of the dose curve; as a rule, active = well fitted curve in the direction sought with a large enough effect; inconclusive = small, poorly fitted or top-dose-only effect, or another doubt; inactive = no such curve, though single readings can be large; an effect the other way counts as inactive or inconclusive. Compounds as they come; any-hit rate near 3.8%.

SMILES	B2AR arrestin	a7 integrin act	BRCA1 expr up	MLL CXXC-DNA inh	TRPV1 agonist	TCR act	A-T KAP1 phos	PTAP TSG101 blk	p53 reactivation	ELG1 DNA repair
C=C1CCN([C@H](C(=O)NCc2ccc(OC)cc2)C(C)C)S(=O)(=O)c2ccccc21	-0.2%	13%	-4%	-4%	-2	-11%	-30%	-10%	-6%	4%
CN(/N=C/c1ccccc1)C(=S)c1ccccc1	/	-37%	-11%	/	/	-1%	/	0%	/	/
CN1CCN(C(=O)CCN2C(=O)c3ccccc3S2(=O)=O)CC1	-0.3%	-6%	-25%	/	-2	-5%	-4%	-1%	2%	15%
CCS(=O)(=O)NCc1csc(-c2ccccc2)n1	0.0%	8%	51%	10%	0	4%	2%	-3%	?	?
CC[C@H](C)[C@H](NC(N)=O)C(=O)Nc1ccc(NC(C)=O)cc1	-0.8%	16%	0%	-4%	1	-7%	4%	0%	1%	9%
CCc1ccc(S(=O)(=O)NCCc2cn3cccc(C)c3n2)s1	0.3%	42%	-2%	-8%	-1	1%	-2%	-2%	-1%	-13%
Cc1ccc(C(=O)COC(=O)CNC(=O)CNC(=O)c2ccc(C)cc2)cc1	-0.5%	-14%	-2%	13%	10	-4%[46.1 µM]	/	0%	15%	6%
Cc1c(NC(=O)CSc2nc(-c3ccco3)cc(C(F)(F)F)n2)c(=O)n(-c2ccccc2)n1C	-0.5%	-1%	-14%	-3%	1	-6%	8%	-9%	-3%	3%
FC(F)(F)c1nc2ccccc2n2c(-c3ccc(Cl)cc3)nnc12	-1.0%	-39%	-96%[inhibitor]	4%	0	0%	2%	-4%	1%	?
CCC(C)(C)NC(=O)C(c1ccc(OC)cc1)N(C(=O)CCC(=O)Nc1cc(C)on1)c1cccc(OC)c1 (stereo not given)	0.4%	?	-13%	3%	2	1%	-2%	-4%	-5%	-20%
O=[N+]([O-])c1ccc(COc2ccc(Br)cc2CN2CCOCC2)cc1	-0.2%	-28%	-8%	29%	9	-3%	5%	-6%	3%	?
COc1ccccc1N(CC(O)Cn1nc(C)cc1C)S(=O)(=O)c1ccccc1 (stereo not given)	-0.1%	8%	12%	0%	-1	2%	-5%	-6%	-2%	6%
CN(C)S(=O)(=O)c1ccc2nnn(OCC(=O)NC3CCS(=O)(=O)C3)c2c1 (stereo not given)	-0.1%	?	-5%	/	0	-3%	7%	-5%	15%	4%
CC(=O)c1cc(N2CCOCC2)ccc1[N+](=O)[O-]	-0.2%	2%	8%	15%	1	-2%	-6%	-10%	-2%	6%
O=C(COC(=O)C12CC3CC(CC(C3)C1)C2)NC12CC3CC(CC(C3)C1)C2	-0.6%	-37%	15%	-3%	?	4%	-1%	-3%	-1%	-1%
COc1ccccc1NC(=O)N1CCN(c2ccc3nnc(-c4ccc(F)cc4)n3n2)CC1	-0.8%	-27%	-32%&-25%	20%	0	1%	-5%	-2%	6%	?
COc1ccc(C2SCC(C(=O)O)N2C(C)=O)cc1OC (stereo not given)	0.1%	-3%	8%	1%	0	1%	1%	-6%	4%	7%
Cc1cccc(/C=N/c2sc3c(c2C#N)CCN(Cc2ccccc2)C3)c1O	-0.5%	2%	-22%	-7%	-2	-6%	-2%	-2%	-3%	-1%
Cc1cc2oc(C(=O)NC3CCS(=O)(=O)C3)c(C)c2cc1C (stereo not given)	-0.4%	-23%	12%	-2%	?	-2%	3%	0%	-3%	18%
Cc1ccc(C(=O)Nc2nccs2)cc1S(=O)(=O)N1CCCCC1	-3.2%	-6%	-3%	0%	?	-1%	8%	0%	29%	-20%
O=C(Nc1cccc(-c2cccc(Cl)c2)c1)C1CCN(C2CCC2)CC1	-0.3%	-11%	-22%	?	2	-1%	-13%	-7%	15%	14%
COc1cc(NC(C(=O)Nc2cccc(C(C)=O)c2)c2ccccc2)cc(OC)c1OC (stereo not given)	-0.1%	15%	-68%	-2%	8	2%[46.1 µM]	-2%	0%	-5%	?
COc1ccc(Oc2nc(-c3cccnc3)nc3ccccc23)cc1	-0.7%	4%	-10%	-12%	?	-14%	4%	-1%	-8%	?
CCN1CCN(CC(=O)N2N=C(c3cccs3)CC2c2ccc(OC)c(OC)c2)C(=O)C1=O (stereo not given)	-0.1%	-10%	3%	6%	1	1%	2%	-8%	-3%	5%
NC(=O)CSc1nnc(COc2ccccc2)n1Cc1ccco1	0.0%	23%	-4%	-11%	0	-1%	4%	-5%	-2%	-3%
Cc1nc2c(cc1C#N)C(=O)c1ccccc1-2	-1.7%	6%	-31%	-2%	8	1%[46.1 µM]	-13%	-2%	13%	4%
O=C1CCC/C=C/C[C@@H](CC(=O)N(CCO)Cc2ccccc2)C(=O)NC[C@@H](c2ccccc2)O1	-0.9%	28%	-21%	/	/	-3%	2%	-1%	-2%	16%
Cc1ccc(S(=O)(=O)NCCC(=O)NNC(=O)c2ccccc2O)cc1C	0.0%	8%	-79%	/	-2	4%	11%	2%	-1%	-1%
CCc1nnc(NC(=O)c2ccc3c(c2)C(=O)N(C(C)(C)C)C3=O)s1	0.4%	2%	14µM*	3%	1	4%	-10%	-3%	?	?
CCCCn1c(NCCN(C)C)nc2c1c(=O)[nH]c(=O)n2C	-0.1%	5%	-26%	-5%	1	-2%	1%	-3%	-11%	-4%
CCN=C(NCC)SC1CC(=O)N(c2ccc(OC)cc2)C1=O (stereo not given)	-0.2%	2%	3%	0%	0	/	1%	-6%	-4%	0%
COc1ccc(NC(=O)Cc2nnc(SCC(=O)NC3CCCCC3C)n2C)cc1 (stereo not given)	-0.1%	-20%	5%	6%	-2	-7%	2%	-1%	-2%	3%
CCN(C(=O)COC(=O)c1ccc(=O)n(Cc2ccccc2)n1)C1CCS(=O)(=O)C1 (stereo not given)	-0.4%	-25%	-4%	/	-4	-1%	-1%	-1%	0%	?
CCN1CCN(C(=O)c2ccc(CNS(=O)(=O)c3cccc(OC)c3)cc2)CC1	0.1%	5%	-6%	-11%	-7	7%	7%	-4%	0%	4%
CCOC(=O)c1cnc(-n2nc(C)cc2C)nc1NCCO	-0.6%	-1%	4%	-6%	-2	-7%	2%	-5%	-4%	-5%
O=C(COc1ncnc2ccccc12)Nc1cc([N+](=O)[O-])ccc1Cl	0.0%	2%	0%	-14%	-6	3%	-2%	2%	-1%	3%
C#CCOCCOCCOCCNc1nc(N2CCN(C(=O)CCCCCCCCCCNC(=O)[C@H](CCCCN)n3cc(C)nn3)CC2)nc(N2CCN(C(=O)CCCCCCCCCCNC(=O)[C@H](CCCN=C(N)N)n3cc(C[C@@H](C)CC)nn3)CC2)n1	0.0%	-9%	-29%	/	3	-6%	9%	2%	-26%	?
COc1cccc(/C=N/c2oc(-c3ccccc3)cc2C#N)c1O	0.4%	-18%	50%	-3%	-1	/	-5%	-2%	8%	?
COc1ccc(CNS(=O)(=O)c2c(C)[nH]c(C)c2C(=O)N2CCCC2)cc1	0.5%	13%	-16%	-7%	-2	1%	-3%	-3%	-1%	0%
CC(O)CNc1nc2c(c(=O)n(Cc3ccc(Cl)cc3)c(=O)n2C)n1C (stereo not given)	0.1%	14%	-1%&4%	-5%	3	0%	7%	?	/	?
O=S(=O)(Nc1ccc(Cl)cc1)c1cccc2nsnc12	0.5%	16%	-19%	-13%	4	-2%	-11%	0%	-6%	-4%
COc1ccccc1CNC(=O)CN1C(=O)NC2(CCOc3ccccc32)C1=O (stereo not given)	0.2%	-37%	9%	/	/	0%	6%	4%	-1%	?
Cc1ccc(S(=O)(=O)N2CCCCC2)cc1C(=O)NC1CC(C)(C)NC(C)(C)C1	-0.2%	-11%	-9%	/	1	-1%	9%	-1%	10%	18%
CCN(C(=O)CN1CCCCCC1)c1c(N)n(Cc2ccccc2)c(=O)[nH]c1=O	6.2%	8%	1%	/	/	-1%[46.1 µM]	11%	0%	3%	4%
COc1cccc(Oc2ccc(S(=O)(=O)N3CCCC3)cc2[N+](=O)[O-])c1	-1.0%	21%	-16%	0%	0	9%	-3%	-9%	7%	?
O=C(N/N=C\c1ccc(S(=O)(=O)O)o1)c1ccc2c(c1)OCO2	-0.3%	0%	-1%	-8%	1	/	13%	-8%	1%	-1%

One compound at a time (already shown).
Listed for O=C(N/N=C\c1ccc(S(=O)(=O)O)o1)c1ccc2c(c1)OCO2 → B2AR arrestin: -0.3%; a7 integrin act: 0%; BRCA1 expr up: -1%; MLL CXXC-DNA inh: -8%; TRPV1 agonist: 1; TCR act: /; A-T KAP1 phos: 13%; PTAP TSG101 blk: -8%; p53 reactivation: 1%; ELG1 DNA repair: -1%
Listed for CCN(C(=O)CN1CCCCCC1)c1c(N)n(Cc2ccccc2)c(=O)[nH]c1=O → B2AR arrestin: 6.2%; a7 integrin act: 8%; BRCA1 expr up: 1%; MLL CXXC-DNA inh: /; TRPV1 agonist: /; TCR act: -1%[46.1 µM]; A-T KAP1 phos: 11%; PTAP TSG101 blk: 0%; p53 reactivation: 3%; ELG1 DNA repair: 4%
